Source: PubChem BioAssay (Broad Institute)
RAD52 anneal inh = RAD52 (human) annealing inhibition. P43351. recombinant RAD52 DNA annealing, FRET fluorescence. inhibition, % at 18.7 µM. actives 0.46% (n = 360,000). AID 651710;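 active = every replicate showing at least 50% inhibition; inconclusive = mean inhibition at least 50% but not in every replicate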
Target sequence (P43351 whole entry, looked up): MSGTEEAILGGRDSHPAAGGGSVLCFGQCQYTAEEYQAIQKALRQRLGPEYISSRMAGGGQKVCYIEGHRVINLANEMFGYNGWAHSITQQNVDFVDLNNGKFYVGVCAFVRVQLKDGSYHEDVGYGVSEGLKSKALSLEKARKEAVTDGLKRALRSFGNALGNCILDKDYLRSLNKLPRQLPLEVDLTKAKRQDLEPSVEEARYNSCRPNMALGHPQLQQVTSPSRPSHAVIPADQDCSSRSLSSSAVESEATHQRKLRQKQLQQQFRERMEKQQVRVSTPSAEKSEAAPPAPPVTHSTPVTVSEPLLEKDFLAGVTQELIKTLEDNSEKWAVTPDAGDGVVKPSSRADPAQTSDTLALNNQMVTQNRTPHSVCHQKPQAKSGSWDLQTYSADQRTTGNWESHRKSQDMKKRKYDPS
RAD54 inh = blocks human RAD54 Holliday junction branch migration | inhibition, % at 10.4 µM | Q92698 | FAM/BHQ fluorescence | actives 0.14% (n = 360,000);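 active = mean normalized replicate activity at least 40 and at least half of replicates scoring 40 or more; inconclusive = only one of the two criteria met; inactive = mean below 40 and under half of replicates reaching 40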;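 note: 0% = median of neutral control wells and 100% = median of positive control wells; inhibitors cause a drop in the FAM fluorescence signal; in these data hits start at about 50%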
E-selectin induc = induces E-selectin expression in human endothelial cells. P16581. HUVEC E-selectin immunofluorescence imaging; normalized: neutral wells 0, TNF-alpha wells 100. activation, % at 7.58 µM. actives 0.37% (n = 260,000);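 active = mean E-selectin-positive cell signal at least 10% of the positive control, reached in at least 60% of replicates, without over 20% cell loss; inconclusive = no rule given, readout overlaps actives, possibly toxicity-flagged; inactive = the rest, including those meeting only one limit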;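 note: in these data hits start at about 27%; measured in HUVEC primary endothelial cells; signal is the percent of cells scored E-selectin positive by PE staining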
Target sequence (P16581 whole entry, looked up): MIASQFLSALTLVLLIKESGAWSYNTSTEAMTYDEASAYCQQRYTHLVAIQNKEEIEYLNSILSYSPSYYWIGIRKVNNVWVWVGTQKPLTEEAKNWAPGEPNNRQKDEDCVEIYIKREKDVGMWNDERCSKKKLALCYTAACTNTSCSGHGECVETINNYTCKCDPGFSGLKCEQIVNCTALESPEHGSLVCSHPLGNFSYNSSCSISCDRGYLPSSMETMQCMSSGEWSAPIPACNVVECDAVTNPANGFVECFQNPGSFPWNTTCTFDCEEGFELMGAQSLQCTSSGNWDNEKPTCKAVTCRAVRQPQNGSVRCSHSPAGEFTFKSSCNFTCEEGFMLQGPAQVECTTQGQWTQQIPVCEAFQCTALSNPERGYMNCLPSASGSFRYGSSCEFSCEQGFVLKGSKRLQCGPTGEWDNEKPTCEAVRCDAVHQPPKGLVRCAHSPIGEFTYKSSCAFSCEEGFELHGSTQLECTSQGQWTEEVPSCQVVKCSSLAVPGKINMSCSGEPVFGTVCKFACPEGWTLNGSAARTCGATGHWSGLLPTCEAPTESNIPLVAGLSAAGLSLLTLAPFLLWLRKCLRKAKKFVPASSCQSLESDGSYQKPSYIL
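Test system: HUVEC | Signal: Immunofluorescence imaging | Read-out: Percent E-selectin-positive cells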
Xi reactivation = reactivates the inactive X chromosome in mouse fibroblasts; activation, % at 7.58 µM; AID 743238; actives 0.055% (n = 360,000); XiGFP mouse fibroblasts, % GFP-positive cells imaging, 3 d; cells co-treated with 5-aza-dC sensitizer; scaled so ellipticine positive control = 100%;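 active = mean normalized replicate activation at least 10% and every replicate at or above 10%; inconclusive = only one of the two criteria met; inactive = mean below 10% and not all replicates reach 10%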;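 note: 0% = median of on-plate neutral control wells and 100% = ellipticine 6 µM median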
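System: 68-5-11 XiGFP fibroblast line; Timing: 3 days compound exposure; Compound dosing: one concentration, pinned; Benchmarks: positive control ellipticine, 6 µM final; Buffer or medium: DMEM containing 5-aza-dC.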
FN deposition inh = fibronectin deposition inhibition | inhibition, % at 12.6 µM | AH1F fibroblasts, Alexa488-fibronectin deposition fluorescence, overnight | actives 0.086% (n = 350,000);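 active = mean inhibition across replicates of 30% or more, regardless of how many single replicates reach that level; inconclusive = mean under 30% yet at least half of replicates reach 30%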;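 note: positive control wells lacked labelled fibronectin entirely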
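Assay system: AH1F fibroblasts / Quantity: 10000 cells per well / Medium: DMEM plus 2% serum, read in PBS / Reagent: labelled fibronectin 24 nM / Dosing: single dose, pinned / Times: 1 h cell attachment, overnight exposure to compound and label / Signal: fluorescence, ex 485 nm, em 525 nm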
EWS-Fli inh = EWS/Fli transcriptional activity inhibition. A673 NR0B1-luciferase reporter, viability-normalised. inhibition, % at 12.6 µM. actives 0.67% (n = 350,000);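 active = mean inhibition of at least 50% after viability correction, with every replicate also passing that limit; inconclusive = mean reaches 50% but only one of two replicates passes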;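 note: firefly luciferase signal divided by Alamar Blue viability fluorescence both relative to DMSO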
S100A4 inh HTS = S100A4-myosin IIA interaction inhibition. P26447. S100A4/TAMRA-MyoIIA peptide fluorescence polarization. inhibition, % at 10.7 µM. actives 0.14% (n = 360,000). AID 652163;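 active = mean inhibition of at least 70% across replicates, with every replicate also reaching that level; inconclusive = mean inhibition reaches 70% but some replicates fall short; inactive = mean inhibition below 70%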
Target sequence (P26447 whole entry, looked up): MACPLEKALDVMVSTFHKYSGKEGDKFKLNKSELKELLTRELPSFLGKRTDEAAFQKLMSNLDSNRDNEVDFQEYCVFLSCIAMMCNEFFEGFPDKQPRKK
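Test system: S100A4 monomer protein. Medium: HEPES buffer with Ca2+, pH 7.2. Reagent: fluorescent myosin IIA peptide, 5 nM. Compound dosing: single-point compound testing. Timing: 5 min between mix addition and reading. Benchmarks: DMSO neutral and TFP positive wells.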
esBAF inh = inhibitors of esBAF chromatin remodeling in mouse ES cells | Bmi1-luciferase knock-in reporter, 24 h; 100% = twice the neutral-well signal | reporter increase, % at 12.5 µM | actives 2% (n = 350,000) | AID 602393; in the data active = activation above about 40%; inconclusive = no clear call, values can overlap the other calls;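 note: 0% = median of the plate's neutral control wells and 100% = double that signal; a rise in the Bmi1 reporter signal indicates esBAF inhibition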
Active calls of the source: *; & = joins results of further samples.

What do the screens show for `COc1ccccc1CNC(=O)C[C@@H]1C[C@H]2c3cc(NC(=O)c4ccc5c(c4)OCO5)ccc3O[C@H]2[C@@H](CO)O1`?
RAD52 anneal inh: -21.4&7.8; RAD54 inh: -4.5; E-selectin induc: -0.2&0.3; Xi reactivation: 0.1&0.1; FN deposition inh: -10.2; EWS-Fli inh: -7.4&-12.4; S100A4 inh HTS: 42.7&-0.9; esBAF inh: 3.5

What do the screens show for `COc1ccc(C2C(C(=O)N3CCCC3)CC(=O)N2c2ccc(OC)cc2)cc1` (stereo not given)?
RAD54 inh: -11.9; E-selectin induc: 0.2; FN deposition inh: -2.9; esBAF inh: -5.2

How did O=C(OCC(=O)c1c[nH]c2ccccc12)C1=COCCO1 do in these assays?
RAD54 inh: -9.2; E-selectin induc: 1.0; FN deposition inh: 10.7; esBAF inh: 64.2*

How did NC(=O)c1ccccc1NC(=O)CCn1c(=S)oc2ccccc21 do in these assays?
RAD52 anneal inh: -18.2; RAD54 inh: -7.8; E-selectin induc: 0.1; Xi reactivation: 0.0; FN deposition inh: 5.0; EWS-Fli inh: -10.3; S100A4 inh HTS: -5.2; esBAF inh: 9.7

What do the screens show for `CS(=O)(=O)c1nc(-c2ccc(F)cc2)cc(C(F)(F)F)n1`?
RAD52 anneal inh: -9.7; Xi reactivation: -0.1; FN deposition inh: 24.7; EWS-Fli inh: 34.4; S100A4 inh HTS: -3.7

How did CCOc1cc(N2CCOCC2)c(OCC)cc1NC(=O)c1cc(S(=O)(=O)N2CCOCC2)ccc1Cl do in these assays?
RAD52 anneal inh: -1.4; RAD54 inh: -3.2; Xi reactivation: 0.0; EWS-Fli inh: 1.3; S100A4 inh HTS: 1.6; esBAF inh: 4.7

What do the screens show for `COC(=O)c1c(SCc2cccc3ccccc23)nc(=O)[nH]c1C`?
RAD52 anneal inh: -19.6; RAD54 inh: 2.2; Xi reactivation: -0.1; FN deposition inh: 4.7; EWS-Fli inh: -2.3; S100A4 inh HTS: -7.6

Results for O=C(C[C@@H]1CC[C@H]2[C@@H](COC[C@H](O)CN2C(=O)C2CCOCC2)O1)NCc1ccncc1 ?
RAD52 anneal inh: -50.4; RAD54 inh: -0.5; E-selectin induc: 0.1; Xi reactivation: 0.0; FN deposition inh: 7.9; EWS-Fli inh: -2.2; S100A4 inh HTS: -35.2; esBAF inh: 0.1

How did CC(=O)C1CCCN(C(=O)c2ccc3oc(CCc4ccccc4)nc3c2)C1 (stereo not given) do in these assays?
RAD52 anneal inh: -11.5; RAD54 inh: -2.4; Xi reactivation: 0.1; FN deposition inh: 0.0; EWS-Fli inh: -62.2; S100A4 inh HTS: 0.0; esBAF inh: inconclusive

How did C[C@@H]1CN([C@@H](C)CO)C(=O)Cc2cc(NS(=O)(=O)c3ccc(F)cc3)ccc2O[C@H]1CN(C)CC1CCCCC1 do in these assays?
RAD52 anneal inh: -0.8; RAD54 inh: -6.1; E-selectin induc: 0.4; Xi reactivation: -0.4; EWS-Fli inh: 20.6; S100A4 inh HTS: 2.4; esBAF inh: -1.5

What do the screens show for `O=C(COC(=O)c1ccco1)Nc1ccccc1[N+](=O)[O-]`?
RAD52 anneal inh: -15.8; E-selectin induc: 1.6; Xi reactivation: 0.0; FN deposition inh: -7.6; EWS-Fli inh: 2.4; S100A4 inh HTS: -0.6

Results for COC(=O)C[C@@H]1C[C@@H]2c3cc(NS(=O)(=O)c4ccccc4)ccc3O[C@@H]2[C@H](CO)O1 ?
RAD54 inh: 6.2; E-selectin induc: 0.3; Xi reactivation: -0.1; FN deposition inh: -3.9; EWS-Fli inh: 3.5; esBAF inh: -1.9

Results for CN1CCN(NC(=O)c2c(-c3ccccc3)sc3ccccc23)CC1 ?
RAD52 anneal inh: -15.1; RAD54 inh: 6.3; E-selectin induc: 0.0; Xi reactivation: 0.0; FN deposition inh: -6.9; EWS-Fli inh: -5.0; S100A4 inh HTS: 0.0; esBAF inh: -3.4

What do the screens show for `CC(=O)OC[C@H]1O[C@H](C#Cc2ccc(C(C)(C)C)cc2)C=C[C@H]1OC(=O)Nc1ccccc1`?
RAD52 anneal inh: -15.2; E-selectin induc: -0.3; Xi reactivation: 0.0; FN deposition inh: -4.6; EWS-Fli inh: 20.6; S100A4 inh HTS: -6.8

Results for COc1cccc(CN2CCN(C3CCOCC3)CC2CCO)c1 (stereo not given) ?
RAD52 anneal inh: -5.6; Xi reactivation: 0.1; FN deposition inh: 13.0; EWS-Fli inh: 3.9; S100A4 inh HTS: 8.5; esBAF inh: -3.7

What do the screens show for `Cc1ccc(Cl)c(NC(=O)CSc2n[nH]c(=O)n2C2CC2)c1Cl`?
RAD52 anneal inh: -14.3; RAD54 inh: -2.9; Xi reactivation: -0.1; FN deposition inh: -12.4; EWS-Fli inh: 0.9; S100A4 inh HTS: -0.7; esBAF inh: 0.0

Results for Cc1ccccc1OCC(=O)OCC(=O)NCC1CCCO1 (stereo not given) ?
RAD52 anneal inh: -5.3; Xi reactivation: -0.1; FN deposition inh: -11.6; EWS-Fli inh: -7.9; S100A4 inh HTS: 1.0

How did O=C(COc1ccc2ccccc2c1)NCCc1ccc2c(c1)OCCO2 do in these assays?
RAD52 anneal inh: -40.8; RAD54 inh: -12.4; E-selectin induc: 0.8; Xi reactivation: 0.1; FN deposition inh: -1.3; EWS-Fli inh: 21.6; S100A4 inh HTS: -2.4

What do the screens show for `Cc1ccc(C)c(OC(=O)c2cccnc2Cl)c1C`?
RAD52 anneal inh: -11.0; RAD54 inh: 10.3; E-selectin induc: -0.1; Xi reactivation: 0.1; FN deposition inh: 5.8; EWS-Fli inh: -19.0; S100A4 inh HTS: -3.6; esBAF inh: 9.1

How did O=S(=O)(c1ccccc1OC(F)(F)F)N1CCN(c2ccnc3cc(Cl)ccc23)CC1 do in these assays?
RAD52 anneal inh: -7.9; RAD54 inh: 6.3; Xi reactivation: 0.4; FN deposition inh: 3.0; EWS-Fli inh: 15.5; S100A4 inh HTS: -2.2; esBAF inh: 1.3

Results for Cc1cccnc1CCNC(=O)CCc1nnc(-c2ccccc2)o1 ?
RAD52 anneal inh: -5.0; E-selectin induc: 2.2; Xi reactivation: 0.0; FN deposition inh: 6.1; EWS-Fli inh: -0.1; S100A4 inh HTS: 0.8

How did O=C(Cn1c(=O)c(=O)n(Cc2ccccc2)c2ccc(Cl)cc21)Nc1ccc(F)cc1F do in these assays?
RAD52 anneal inh: -20.2; Xi reactivation: 0.0; FN deposition inh: 1.9; EWS-Fli inh: -7.6; S100A4 inh HTS: 7.9

Results for C[C@@H]1CN([C@H](C)CO)C(=O)c2cc(C#CC(C)(C)O)cnc2O[C@@H]1CN(C)Cc1ccccn1 ?
RAD52 anneal inh: -17.7; RAD54 inh: 1.0; E-selectin induc: -0.1; Xi reactivation: 0.7; EWS-Fli inh: -7.8; S100A4 inh HTS: -12.8; esBAF inh: 4.6

What do the screens show for `Cc1c(C(=O)OCC(=O)N2CCN(c3ccccc3)CC2)oc2ccccc12`?
RAD52 anneal inh: -19.3; RAD54 inh: 3.3; E-selectin induc: -0.2; Xi reactivation: 0.2; FN deposition inh: 2.0; EWS-Fli inh: 1.0; S100A4 inh HTS: -4.1; esBAF inh: -0.5

What do the screens show for `CC1CCCN(c2ccc(C(=O)NCc3ccccc3)cn2)C1` (stereo not given)?
RAD52 anneal inh: -394.4; RAD54 inh: -0.9; E-selectin induc: 17.0; Xi reactivation: 0.0; FN deposition inh: 5.6; EWS-Fli inh: -81.6; S100A4 inh HTS: -10.0; esBAF inh: 34.2

What do the screens show for `c1ccc(OCCN2CCN(C(c3ccccc3)c3ccccc3)CC2)cc1`?
RAD52 anneal inh: 2.9; RAD54 inh: -0.7; E-selectin induc: -0.1; Xi reactivation: 0.2; FN deposition inh: 7.4; EWS-Fli inh: 14.4; S100A4 inh HTS: 1.9; esBAF inh: -5.3

How did O=C(CSC1CN(C(c2ccccc2)c2ccccc2)C1)N/N=C/c1ccccc1 do in these assays?
RAD52 anneal inh: -9.1; E-selectin induc: 0.0; Xi reactivation: 0.0; FN deposition inh: 6.1; EWS-Fli inh: -11.9; S100A4 inh HTS: 3.2; esBAF inh: 2.8

What do the screens show for `CO[C@@H](CN(C)S(=O)(=O)c1ccc(F)cc1)[C@H](C)CN(C(=O)Nc1ccccc1F)[C@H](C)CO`?
RAD52 anneal inh: -8.6; RAD54 inh: 4.6; E-selectin induc: 0.0; Xi reactivation: 0.0; FN deposition inh: -4.0; EWS-Fli inh: -22.2; S100A4 inh HTS: 0.5; esBAF inh: 13.1

How did CC1=Nc2ccccc2/C1=C\c1sc(Nc2ccc(C)cc2)nc1O do in these assays?
RAD52 anneal inh: -25.9; E-selectin induc: 2.3; Xi reactivation: 1.7; FN deposition inh: -1.3; EWS-Fli inh: 6.8; S100A4 inh HTS: 1.0

How did O=C(c1cccc(Cl)c1)N1CCN(c2ccc(N3CCOCC3)nn2)CC1 do in these assays?
RAD52 anneal inh: 1.4; RAD54 inh: -1.9; E-selectin induc: 1.4; Xi reactivation: -0.1; FN deposition inh: 5.1; EWS-Fli inh: 4.4; S100A4 inh HTS: 2.7; esBAF inh: 1.4

What do the screens show for `CC(C)(CNC(=O)c1ccc(NS(=O)(=O)c2ccc(Br)cc2)cc1)N1CCOCC1`?
RAD52 anneal inh: -24.8; E-selectin induc: 1.3; Xi reactivation: 0.1; FN deposition inh: 1.1; EWS-Fli inh: 8.9; S100A4 inh HTS: 2.9; esBAF inh: -5.2

What do the screens show for `COc1ccc(CNC(=O)CNC(C)c2ccc(F)cc2)cc1` (stereo not given)?
RAD52 anneal inh: -10.6; RAD54 inh: -3.7; E-selectin induc: -0.1; Xi reactivation: 0.0; FN deposition inh: 3.1; EWS-Fli inh: 7.4; S100A4 inh HTS: -5.0; esBAF inh: -0.7

Results for O=C(C[C@H]1CC[C@@H](NC(=O)Nc2cc(F)ccc2F)[C@@H](CO)O1)NCCCN1CCOCC1 ?
RAD52 anneal inh: -13.8; RAD54 inh: 5.7; E-selectin induc: 0.4; Xi reactivation: 1.0; FN deposition inh: 3.0; EWS-Fli inh: -6.5; S100A4 inh HTS: 47.3; esBAF inh: -2.6

What do the screens show for `CC(C)CC(N)c1csc(Nc2ccc(S(C)(=O)=O)cc2)n1` (stereo not given)?
RAD52 anneal inh: -17.7; RAD54 inh: 3.0; E-selectin induc: 0.0; Xi reactivation: -0.1; FN deposition inh: 0.5; EWS-Fli inh: -4.1; S100A4 inh HTS: -0.6; esBAF inh: -6.5

Results for O=C(C[C@@H]1CC[C@@H]2[C@H](COC[C@@H](O)CN2S(=O)(=O)c2ccc(Cl)cc2)O1)N[C@H]1CCN(Cc2ccccc2)C1 ?
RAD52 anneal inh: -1.7; RAD54 inh: -3.1; E-selectin induc: 0.0; Xi reactivation: -0.1; FN deposition inh: -2.8; EWS-Fli inh: -4.9; S100A4 inh HTS: -0.2; esBAF inh: -1.9

How did Cc1ccc([N+](=O)[O-])cc1S(=O)(=O)Nc1ccc(-c2ccc(N3CCOCC3)nn2)cc1 do in these assays?
RAD52 anneal inh: -2.1; RAD54 inh: -7.9; E-selectin induc: -0.1; Xi reactivation: 0.0; FN deposition inh: 0.2; EWS-Fli inh: 9.7; S100A4 inh HTS: -5.1; esBAF inh: 25.9
